Screens from PubChem BioAssay.
TAAR1 agonist – agonists of human TAAR1 | CHO RD-HGA16 TAAR1, Fluo-8 calcium fluorescence; vehicle wells 0%, saturating PEA agonist 100% | 0.99% of 360,000 active | Q96RJ0 | activation, % at 3 µM;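 active = activation above the mean activation of all test compounds in the run plus 3 SD, cut at about 38% in these data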
Target sequence (Q96RJ0 whole entry, looked up): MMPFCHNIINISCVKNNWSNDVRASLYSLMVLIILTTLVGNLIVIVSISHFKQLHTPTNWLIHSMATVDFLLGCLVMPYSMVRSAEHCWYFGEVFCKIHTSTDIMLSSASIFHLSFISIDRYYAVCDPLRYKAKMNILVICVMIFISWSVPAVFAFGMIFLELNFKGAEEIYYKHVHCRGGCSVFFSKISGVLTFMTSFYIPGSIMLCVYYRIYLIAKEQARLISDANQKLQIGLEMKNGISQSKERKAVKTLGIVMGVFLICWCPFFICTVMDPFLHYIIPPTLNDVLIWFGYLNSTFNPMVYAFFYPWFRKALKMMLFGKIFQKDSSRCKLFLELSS
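Benchmarks: low control DMSO, high control PEA (EC100); System: CHO RD-HGA16 cells carrying human TAAR1 plus Gα16; Detection: Fluo-8 fluorescence, 5 s baseline then 140 s kinetic read; Schedule: 17-24 h plating, Fluo-8 75 min 37 °C, 30 min RT; Read-out basis: % activation from peak over basal fluorescence ratio, DMSO-to-PEA scaled.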
CHO parental Ca – signal in parental CHO cells, OX1R antagonist counter-screen; 0.63% of 330,000 active; parental CHO-K1, ATP-induced calcium, Fluo-8 fluorescence; inhibition, % at 5.6 µM; AID 463079;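 active = inhibition above that plate's mean sample inhibition plus 3 SD, cut at about 26% in these data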;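 note: 0% = ATP-challenged DMSO wells and 100% = DMSO wells without ATP; some compounds past the cut are filed as inactive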
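Material: parental CHO cells / Compound: single nominal dose of 5.6 µM per compound / Signal: Fluo-8 fluorescence / Replicates: singlicate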
OXTR potentiator – human OXTR potentiation; AID 2445; CHO-OTR cells, Fluo-8 calcium fluorescence, potentiator mode; 0% = oxytocin EC15, 100% = EC100; activation, % at 3 µM; 0.061% of 320,000 active;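 active = activation above that plate's cutoff, the mean activation of tested compounds plus 3 SD, cut at about 6.6% in these data, passing the limit was not always enough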;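 note: 100% uses oxytocin at 75 nM as the full agonist control; some results filed as inactive read as strong as hits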
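System: human OTR in CHO cells / Also added: sub-maximal oxytocin, roughly EC15 / Control set: EC15 oxytocin low, 75 nM oxytocin high / Schedule: 6 min compound pre-incubation at room temperature, 100 s kinetic read / Compound: single-point 3.0 µM / Replication: singlicate / Technique: Fluo-8 calcium dye fluorescence / Read-out basis: % activation of max/min ratio relative to oxytocin controls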
TAAR1 antagonist – human TAAR1 antagonism; CHO RD-HGA16 TAAR1, Fluo-8 calcium fluorescence, antagonist; inhibition, % at 3 µM; 1.5% of 360,000 active;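 active = inhibition above a per-plate cutoff, the mean inhibition of test compounds on that plate plus 3 SD, cut at about 49% in these data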;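 note: 0% = DMSO plus EC80 beta-PEA response and 100% = DMSO alone without agonist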
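System: CHO RD-HGA16 cells bearing hTAAR1. Reagent: EC80 β-phenethylamine stimulus. Schedule: seeding 17-24 h prior, 75-min 37 °C, 30-min RT dye loading. Signal: Fluo-8 intracellular calcium dye fluorescence, real-time kinetic reads. Read-out: % inhibition from peak post-agonist over basal fluorescence ratio. Benchmarks: vehicle wells and EC80 agonist wells. Replicates: n of 1.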
* marks the source's active call; other numbers are inactive results; . = not tested or not shown. Only part of the results is shown; rates above refer to the full screens.

1. C=C1C[C@@H]2[C@H](CC[C@]3(C)C(=O)CC[C@@H]23)[C@@]2(C)C=CC(=O)C=C12
2. Cc1ccccc1N1C(=O)/C(=C/c2ccco2)C(=O)NC1=S
3. CCOC(=O)c1cncn1[C@H](C)c1ccccc1
4. CC(=O)Cc1c[nH]c2ccccc12
5. COc1ccc2[nH]cc(C3=CCNCC3)c2c1
6. O=C1NC(=S)N(c2ccc(F)cc2)C(=O)/C1=C/c1ccco1
7. O=C(O)C(Cl)Cl
8. C[C@@H]1C2C[C@@]34COC(=O)C3=CC=C[C@H]4[C@@]13C[C@H](c1ccoc1)O[C@@H]3O2

| assay / compound | 1 | 2 | 3 | 4 | 5 | 6 | 7 | 8 |
| --- | --- | --- | --- | --- | --- | --- | --- | --- |
| OXTR potentiator | 5 | -5 | 7 | -8 | 1 | -4 | -18 | -13 |
| TAAR1 agonist | . | . | . | . | . | . | . | . |
| CHO parental Ca | -10 | -3 | -14 | -14 | -7 | -4 | 7 | -23 |
| TAAR1 antagonist | . | . | . | . | . | . | . | . |

9. CC1=CC(=C2C(=O)NC(=S)NC2=O)C=C(C(F)(F)F)N1CCc1ccccc1
10. CN1C(=O)COc2c(C(=O)NC3CN4CCC3CC4)cc(Cl)cc21 (stereo not drawn)
11. O=C1/C(=C/c2cc3c(cc2Cl)OCO3)N2CCC1CC2
12. CN1C(=O)C(Cc2ccc3c(c2)OCO3)C(=O)N(C)C1=O
13. Cc1ccc(N2C(=O)NC(=O)/C(=C\c3ccc([N+](=O)[O-])o3)C2=O)cc1
14. O=C1Nc2cc(C(=O)N3CCC4(CC3)OCCO4)ccc2NC1CSCc1cccc(F)c1 (stereo not drawn)
15. c1cncc(C2CCCN2)c1 (stereo not drawn)
16. CN1C(=O)C(=Cc2ccc(N3CCOCC3)c([N+](=O)[O-])c2)C(=O)N(C)C1=O

| assay / compound | 9 | 10 | 11 | 12 | 13 | 14 | 15 | 16 |
| --- | --- | --- | --- | --- | --- | --- | --- | --- |
| OXTR potentiator | -10 | -6 | -1 | 1 | -9 | 6 | -11 | -18 |
| TAAR1 agonist | . | . | . | . | . | . | . | . |
| CHO parental Ca | 5 | 2 | -17 | -7 | 11 | -16 | -6 | -30 |
| TAAR1 antagonist | . | . | . | . | . | . | . | . |

17. Cc1cc(OCCN2CC2)c2ccccc2n1
18. COc1ccc(OCCOc2cccc(C=C3C(=O)NC(=O)NC3=O)c2)cc1
19. CC[C@@]1(O)C(=O)OCc2c1cc1n(c2=O)Cc2cc3ccccc3nc2-1
20. COc1ccc(C2NCc3ccc4c(c3-n3cccc32)OCO4)cc1O (stereo not drawn)
21. C[C@@H]1CNCCN1c1ccc(N2CC[C@@H](O)C2)c(C#N)c1
22. CC1C(=O)OC2CCN3CC=C(COC(=O)C(C)(O)C1(C)O)C23 (stereo not drawn)
23. C=CC1C[N+]2(C)CCC1CC2C(O)c1ccnc2ccccc12 (stereo not drawn)
24. O=C(NCCN1CCC2(CC1)C(=O)NCN2c1ccccc1)c1ccc(OC(F)(F)F)cc1

| assay / compound | 17 | 18 | 19 | 20 | 21 | 22 | 23 | 24 |
| --- | --- | --- | --- | --- | --- | --- | --- | --- |
| OXTR potentiator | -13 | -4 | -9 | -21 | . | . | . | . |
| TAAR1 agonist | . | . | . | . | 0 | 1 | 1 | 54* |
| CHO parental Ca | -4 | -3 | -8 | -4 | . | . | . | . |
| TAAR1 antagonist | . | . | . | . | -28 | -4 | 15 | 96* |

25. CCC12CCN(CC3(O)CC3)C(Cc3ccc(O)cc31)C2(C)C (stereo not drawn)
26. COC(=O)C[C@H]1CC[C@H]2NC[C@@H](O)COC[C@@H]2O1
27. O=C(NC1CCCCC1)N1Cc2ccc(Br)cc2-n2nncc2C1
28. COc1ccc(OC(=O)N(C)C[C@H]2OCc3cnnn3CCCC(=O)N([C@@H](C)CO)C[C@@H]2C)cc1
29. CC[C@]12CCN(CC3(O)CC3)[C@H](Cc3ccc(O)cc31)C2(C)C
30. O=C(NCCN1CCC2(CC1)C(=O)NCN2c1ccccc1)c1cccnc1Cl
31. CC[C@@H]1c2ccccc2[C@@H]2CC[C@H]1N2c1ccccc1
32. Cc1cc(N2CCNC[C@H]2C)ccc1N1CC[C@@H](O)C1

| assay / compound | 25 | 26 | 27 | 28 | 29 | 30 | 31 | 32 |
| --- | --- | --- | --- | --- | --- | --- | --- | --- |
| OXTR potentiator | . | . | . | . | . | . | . | . |
| TAAR1 agonist | 1 | 0 | 3 | 3 | 3 | 0 | 3 | 3 |
| CHO parental Ca | . | . | . | . | . | . | . | . |
| TAAR1 antagonist | 13 | 2 | -14 | -19 | 14 | -3 | 35 | -16 |

33. O=C(NCCN1CCC2(CC1)C(=O)NCN2c1ccccc1)c1ccc(Cl)cc1
34. CC1C(=O)OC2CCN3CC4OC4(COC(=O)C(C)(O)C1(C)O)C23 (stereo not drawn)
35. C[C@@H]1CNCCN1c1ccc(N2CC[C@H](O)C2)c(C#N)c1
36. Nc1c(Br)cc2c3c(cccc13)-c1ccccc1-2

| assay / compound | 33 | 34 | 35 | 36 |
| --- | --- | --- | --- | --- |
| OXTR potentiator | . | . | . | . |
| TAAR1 agonist | 108* | 1 | 1 | 30 |
| CHO parental Ca | . | . | . | . |
| TAAR1 antagonist | 105* | -2 | -8 | 42 |

Structures listed so far with nitrogen in an aromatic ring:
3. CCOC(=O)c1cncn1[C@H](C)c1ccccc1
4. CC(=O)Cc1c[nH]c2ccccc12
5. COc1ccc2[nH]cc(C3=CCNCC3)c2c1
15. c1cncc(C2CCCN2)c1 (stereo not drawn)
17. Cc1cc(OCCN2CC2)c2ccccc2n1
19. CC[C@@]1(O)C(=O)OCc2c1cc1n(c2=O)Cc2cc3ccccc3nc2-1
20. COc1ccc(C2NCc3ccc4c(c3-n3cccc32)OCO4)cc1O (stereo not drawn)
23. C=CC1C[N+]2(C)CCC1CC2C(O)c1ccnc2ccccc12 (stereo not drawn)
27. O=C(NC1CCCCC1)N1Cc2ccc(Br)cc2-n2nncc2C1
28. COc1ccc(OC(=O)N(C)C[C@H]2OCc3cnnn3CCCC(=O)N([C@@H](C)CO)C[C@@H]2C)cc1

| assay / compound | 3 | 4 | 5 | 15 | 17 | 19 | 20 | 23 | 27 | 28 |
| --- | --- | --- | --- | --- | --- | --- | --- | --- | --- | --- |
| OXTR potentiator | 7 | -8 | 1 | -11 | -13 | -9 | -21 | . | . | . |
| TAAR1 agonist | . | . | . | . | . | . | . | 1 | 3 | 3 |
| CHO parental Ca | -14 | -14 | -7 | -6 | -4 | -8 | -4 | . | . | . |
| TAAR1 antagonist | . | . | . | . | . | . | . | 15 | -14 | -19 |

30. O=C(NCCN1CCC2(CC1)C(=O)NCN2c1ccccc1)c1cccnc1Cl

| assay / compound | 30 |
| --- | --- |
| OXTR potentiator | . |
| TAAR1 agonist | 0 |
| CHO parental Ca | . |
| TAAR1 antagonist | -3 |
